USP1-UAF1 inh: Inhibitors of USP1/UAF1: Primary Screen; recombinant USP1/UAF1, Ub-Rhodamine cleavage fluorescence; Potency, µM (series often up to 57.1 µM), for inactives: at the top dose activity change, negative = inhibition, actives largely listed as inhibitors; actives 0.23% (n = 390,000); also: % is scaled to controls: 0 for no effect and ±100 for the full control effect; nearly all actives have a fitted effect of over 60% in size; inactives centre near -12
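USP1/UAF1 complex (1 nM) preincubated 15 min at room temperature with compound, then Ub-Rho substrate (150 nM final) added. Kinetic fluorescence at 480/540 nm over 6 reads at 60 s intervals; 50 mM HEPES pH 7.8, 0.5 mM EDTA, 0.1 mg/ml BSA, 1 mM TCEP, 0.01% Tween-20.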
Vif-A3G inh: qHTS for Inhibitors of Vif-A3G Interactions: qHTS; DNA dC->dU-editing enzyme APOBEC-3G (Homo sapiens), Q9HC16; HeLa A3G-eYFP + Vif (tagged APOBEC3G with the HIV-1 protein that degrades it), YFP fluorescence, overnight; Potency, µM (top dose mostly 46.1 µM), for the others: top-dose activity, negative = active, most hits filed as inhibitors; actives 0.076% (n = 410,000); AID 602310, 2012;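 also: % is scaled to controls: 0 for no effect and ±100 for the full control effect; nearly all actives have a fitted effect of over 60% in size; hits raise eYFP signal because A3G escapes Vif-driven loss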
Target sequence (Q9HC16 whole entry, looked up): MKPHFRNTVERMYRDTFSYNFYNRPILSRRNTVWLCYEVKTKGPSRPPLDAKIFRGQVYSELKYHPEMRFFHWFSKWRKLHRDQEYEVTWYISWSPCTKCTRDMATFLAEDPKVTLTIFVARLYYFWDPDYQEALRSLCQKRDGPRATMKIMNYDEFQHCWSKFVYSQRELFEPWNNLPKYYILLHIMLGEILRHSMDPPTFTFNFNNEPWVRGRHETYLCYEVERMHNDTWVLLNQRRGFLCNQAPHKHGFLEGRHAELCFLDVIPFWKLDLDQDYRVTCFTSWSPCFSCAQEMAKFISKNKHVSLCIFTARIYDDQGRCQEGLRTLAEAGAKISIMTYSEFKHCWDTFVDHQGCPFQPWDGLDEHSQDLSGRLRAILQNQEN
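HeLa cells stably expressing Vif and C-terminally eYFP-tagged A3G, seeded overnight at 37 deg C, then exposed to compound by pintool overnight at 37 deg C. Rise in yellow fluorescence (Ex 488/Em 500-530, Acumen) marks blocked Vif-driven A3G degradation.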
mIDH1 inhibitor: qHTS for Inhibitors of mutant isocitrate dehydrogenase 1 (IDH1): qHTS | Isocitrate dehydrogenase [NADP] cytoplasmic (Homo sapiens), O75874 | IDH1-R132H enzyme, NADPH consumption, diaphorase/resazurin fluorescence | Potency, µM (doses to about 76.6 µM), for inactives: at the top dose activity change, negative = inhibition, hits mostly inhibitors | actives 0.093% (n = 390,000) | AID 602179, 2012; also: % is scaled to controls: 0 for no effect and ±100 for the full control effect; nearly all actives have a fitted effect of over 65% in size
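IDH1-R132H (0.5 ug/mL) preincubated 30 min with compound, then NADPH (0.016 mM) and alpha-KG (2 mM) added; 80 min at RT, pH 7.5. Remaining NADPH coupled via diaphorase/resazurin to fluorescence (540/590 nm); concentration-response curves normalized to no-enzyme control.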
RXFP1 ag: qHTS Assay for Agonists of the Relaxin Receptor RXFP1 | HEK293T-RXFP1 cAMP TR-FRET, 30 min; response scale: percent of porcine relaxin response, buffer zero | Potency, µM (top dose mostly 57.5 µM), for the others: at the top dose activation, most hits filed as activators | actives 0.3% (n = 370,000); also: % is scaled to controls: 0 for no effect and ±100 for the full control effect; nearly all actives have a fitted effect of over 60% in size; many of its hits are not listed in these tables
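HEK293T cells stably expressing RXFP1 were pretreated with the PDE4 inhibitor Ro 20174, exposed to compounds for 30 min at 37C, lysed, and cAMP was read by TR-FRET. Data normalized to buffer (basal) and 29 nM porcine relaxin (100%).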
TrxR1 substrate: qHTS Assay for Substrates of Mammalian Selenoprotein Thioredoxin Reductase 1 (TrxR1): qHTS; Thioredoxin reductase 1, cytoplasmic (Rattus norvegicus), O89049; purified TrxR1 substrate turnover, NADPH consumption readout; Potency, µM (doses to about 114 µM), inactives show top-dose activity change, negative = substrate turnover; actives 0.01% (n = 390,000); also: % is scaled to controls: 0 for no effect and ±100 for the full control effect; nearly all actives have a fitted effect of over 50% in size
Target sequence (O89049 whole entry, looked up): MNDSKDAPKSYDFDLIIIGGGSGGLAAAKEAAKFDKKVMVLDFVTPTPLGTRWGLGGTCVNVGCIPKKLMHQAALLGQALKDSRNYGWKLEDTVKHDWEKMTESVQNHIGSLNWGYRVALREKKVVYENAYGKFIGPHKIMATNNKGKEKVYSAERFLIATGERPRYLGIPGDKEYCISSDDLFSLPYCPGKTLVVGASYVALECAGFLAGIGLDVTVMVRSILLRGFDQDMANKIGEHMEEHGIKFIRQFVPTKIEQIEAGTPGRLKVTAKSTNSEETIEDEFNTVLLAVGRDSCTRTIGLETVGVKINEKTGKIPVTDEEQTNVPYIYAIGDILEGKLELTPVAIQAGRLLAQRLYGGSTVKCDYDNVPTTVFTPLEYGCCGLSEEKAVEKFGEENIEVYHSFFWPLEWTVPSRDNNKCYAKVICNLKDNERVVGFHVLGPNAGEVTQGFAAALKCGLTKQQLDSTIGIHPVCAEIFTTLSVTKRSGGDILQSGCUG
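Rat TrxR1, dispensed at 90 nM, was prereduced with 400 uM NADPH (final) for 5 min at ~22 deg C, then incubated with compound 15 min before 400 uM selenite. A first-read NADPH fluorescence drop versus no-compound background flagged substrates.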
ALOX12 inh: Primary qHTS assay for inhibitors of human arachidonate 12S-lipoxygenase (ALOX12): Round 2; Polyunsaturated fatty acid lipoxygenase ALOX12 (Homo sapiens), P18054; purified 12hLO, xylenol orange hydroperoxide absorbance; Potency, µM (titrated, usually from 108 µM), for inactives: top-dose activity change, negative = inhibition, most hits filed as inhibitors; actives 1.1% (n = 580,000); AID 1671190, 2021; also: % is scaled to controls: 0 for no effect and ±100 for the full control effect
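Purified human 12hLO at 150 nM in 25 mM Hepes, 0.01% Triton X-100, pH 7.0, preincubated 15 min at room temperature with compound. Reaction started with 40 uM arachidonic acid, 30 min at room temperature. Hydroperoxide measured by Fe-xylenol orange, 573/405 nm absorbance ratio.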
TrxR1 inh: qHTS Assay for Inhibitors of Mammalian Selenoprotein Thioredoxin Reductase 1 (TrxR1): qHTS | Thioredoxin reductase 1, cytoplasmic (Rattus norvegicus), O89049 | recombinant rTrxR1, NADPH fluorescence consumption, selenite substrate | Potency, µM (series often up to 114 µM), without a hit: top-dose activity change, negative = inhibition, actives largely listed as inhibitors | actives 1% (n = 390,000); also: % is scaled to controls: 0 for no effect and ±100 for the full control effect; nearly all actives have a fitted effect of over 65% in size
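Rat TrxR1 (90 nM in the dispensed reagent) was pre-reduced with 400 uM NADPH for 5 min at room temperature, then incubated with compound for 15 min. After 400 uM selenite was added, NADPH fluorescence (Ex 340/Em 450 nm) was followed for 8 min.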
RGS4 inhibitor: Inhibitors of Regulator of G Protein Signaling (RGS) 4: qHTS. Potency, µM (doses to about 114 µM), without a hit: at the top dose activity change, negative = inhibition, hits mostly inhibitors. Transcreener GDP fluorescence polarization, RGS4-accelerated GTP hydrolysis. Regulator of G-protein signaling 4 (Homo sapiens), P49798. AID 504845, 2011. actives 0.039% (n = 390,000); also: % is scaled to controls: 0 for no effect and ±100 for the full control effect; nearly all actives have a fitted effect of over 75% in size; some results filed as inactive show a strong effect at the top dose
Target sequence (P49798 whole entry, looked up): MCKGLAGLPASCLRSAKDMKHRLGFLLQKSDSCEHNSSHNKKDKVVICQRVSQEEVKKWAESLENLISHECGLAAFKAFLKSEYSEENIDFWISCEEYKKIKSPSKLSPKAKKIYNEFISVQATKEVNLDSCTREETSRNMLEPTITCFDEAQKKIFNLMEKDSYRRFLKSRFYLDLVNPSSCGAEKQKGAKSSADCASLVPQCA
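MLSMR compounds (23 nl, pin-transferred) preincubated 10 min at room temperature with a 500nM (2x) first reagent, then RGS4 at 900nM (2x) plus Transcreener GDP mix added; fluorescence polarization (620/688 nm) read before and after 90 min at 30 °C.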
Vif-A3F inh: qHTS for Inhibitors of Vif-A3F Interactions: qHTS; HeLa A3F-eYFP + Vif (tagged APOBEC3F with the HIV-1 protein that degrades it), YFP fluorescence increase; Potency, µM (series often up to 46.1 µM), for the others: at the highest dose activity, negative = active; actives 0.2% (n = 390,000); also: % of control where 0% means no effect; nearly all actives have a fitted effect of over 65% in size
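HeLa cells stably expressing A3F-eYFP plus Vif, plated and incubated overnight at 37 deg C, then exposed to compounds overnight at 37 deg C. Blocked degradation read as raised yellow fluorescence (Ex 488/Em 500-530).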
An asterisk follows results filed as active; ? = inconclusive; . = no result given; [ ] = dose if it differs, or a comment. Calls follow the shape of the dose curve; as a rule, active = well fitted curve in the direction sought with a large enough effect; inconclusive = small, poorly fitted or top-dose-only effect, or another doubt; inactive = no such curve, though single readings can be large; an effect the other way counts as inactive or inconclusive. Potency is read from the fitted curve at half-maximal effect. Not all compounds are listed; the hit share may differ from the screen's.

SMILES | USP1-UAF1 inh | Vif-A3G inh | mIDH1 inhibitor | RXFP1 ag | TrxR1 substrate | ALOX12 inh | TrxR1 inh | RGS4 inhibitor | Vif-A3F inh
COc1ccc(/C=N/NC(=O)c2cc3c(ccc4ccccc43)o2)c(OC)c1 | -18.2% | ? | 10.9% | 6.7% | 51.2%[activator] | 6.9% | 58.2%[activator] | -0.5% | -7.9%
COc1cccc(CNC(=O)Cc2nc3nc(C)cc(C)n3n2)c1 | -16.7% | 3.5% | -2.4% | 2.0% | 15.5%[57.1 µM] | 6.2% | 8.2%[57.1 µM] | -6.0% | 16.9%
COc1nccnc1NS(=O)(=O)c1ccc(NC(=S)NC(=O)/C=C/c2ccccc2)cc1 | 7.8% | -6.4% | 1.3% | -0.7% | 2.2%[57.1 µM] | -15.6% | -16.6%[57.1 µM] | -32.6% | 17.4%
CCOC(=O)C1CCCN(C(=O)c2ccc3c(c2)sc2nc(-c4ccc(C)cc4C)cn23)C1 (configuration not stated) | -2.7% | -0.4% | 9.4% | 2.0% | 12.8%[11.4 µM] | -7.2% | 20.2% | -6.8% | 2.9%
CCOc1ccc2nnnn2n1 | -3.8% | 0.9% | 1.3% | 0.0% | 6.1%[57.1 µM] | -1.0% | 13.1%[57.1 µM] | -34.4% | 2.2%
CCN1CCN(CCC(=O)Nc2cccc(C)c2)CC1 | -13.3% | 3.3% | -11.7% | 0.2% | 1.7% | 6.7% | 18.5% | 2.5% | 1.7%
Cc1cc(C)cc(NC(=S)N2CCN(S(C)(=O)=O)CC2)c1 | -2.5% | -0.4% | -4.9% | -0.2% | -2.0% | 8.9% | ? | -24.1% | -2.9%
C[C@@H]1CN([C@@H](C)CO)C(=O)c2cc(NC(=O)C3CCCCC3)ccc2O[C@@H](C)CCCCO[C@@H]1CN(C)C(=O)CCCN(C)C | -33.5% | -8.5% | 5.9% | . | . | ? | . | . | 4.9%
C[C@H](CO)N1C[C@H](C)[C@@H](CN(C)S(C)(=O)=O)Oc2c(NC(=O)c3ccncc3)cccc2C1=O | ? | 4.9% | 2.6% | . | 4.7%[57.1 µM] | ? | -18.7%[57.1 µM] | 5.5% | 0.0%
COc1cccc(Nc2nc(CC(C)=O)ns2)c1 | -11.5% | -1.9% | 6.5% | 0.6% | -6.6% | 14.2% | ? | 1.1% | 3.0%
CN(Cc1ccccc1)C(=O)c1nc[nH]c1C(=O)N1CCc2ccccc2C1 | -14.2% | 2.8% | -11.1% | -4.1% | 0.7% | -14.4% | 39.8µM* | -10.7% | -6.3%
O=C(Cc1ccccc1)NC(=S)Nc1ccc2oc(-c3ccccc3F)nc2c1 | -12.9% | 0.5% | 6.3% | 6.6% | 10.3% | 0.0% | -6.6%[57.1 µM] | 2.2% | -6.3%
Cc1cc(N2CCCCC2)nc2ccc(NC(=O)c3cccc(Cl)c3)cc12 | -11.0% | -3.5% | 0.0% | 2.0% | 1.2%[57.1 µM] | -28.8% | 21.9%[57.1 µM] | -14.6% | -0.4%
CSCCNC(=O)c1cccc(Cl)c1 | -9.6% | 1.0% | -1.4% | 1.9% | 0.8% | -0.9% | 10.5% | 23.0% | -0.1%
Cc1ccccc1C(=O)NC(C)C(c1cccs1)N1CCOCC1 (configuration not stated) | -10.5% | 1.5% | 7.7% | 1.7% | 4.9%[57.1 µM] | 29.6% | 10.7%[57.1 µM] | -0.6% | 0.1%
Cc1ccc2onc(CC(=O)Nc3cc(F)ccc3F)c2c1 | ? | . | . | 2.9% | -1.8% | -11.8% | -6.0% | -29.9% | .
Nc1c(C(=O)Nc2ccccc2)sc2nc3c(cc12)CN(Cc1ccccc1)CC3 | -18.3% | -16.2% | 8.2% | 12.7% | 0.1% | -16.4% | 27.4% | 5.3% | ?
CC1Cc2cc(/C(O)=C3\C(=O)C(=O)N(CCN4CCOCC4)C3c3ccccc3F)ccc2O1 (configuration not stated) | -6.1% | -3.0% | -2.2% | 12.8% | -4.2%[57.1 µM] | ? | -17.4%[57.1 µM] | -23.3% | 4.2%
Cc1ccc(OCCCCn2ccnc2C)c(C)c1 | -16.7% | 0.4% | 2.3% | 1.2% | 9.3%[57.1 µM] | -70.7% | 11.8%[57.1 µM] | -0.9% | -21.0%
CN(C(=O)COC(=O)c1ccc(Cl)c(S(=O)(=O)NCc2ccccc2)c1)C1CCS(=O)(=O)C1 (configuration not stated) | -5.7% | -0.6% | 0.7% | . | -3.9% | 204.5%[activator] | -8.9% | ? | -1.0%

The last 2 entries of the part above lead into the next.
SMILES | USP1-UAF1 inh | Vif-A3G inh | mIDH1 inhibitor | RXFP1 ag | TrxR1 substrate | ALOX12 inh | TrxR1 inh | RGS4 inhibitor | Vif-A3F inh
Cc1ccc(OCCCCn2ccnc2C)c(C)c1 | -16.7% | 0.4% | 2.3% | 1.2% | 9.3%[57.1 µM] | -70.7% | 11.8%[57.1 µM] | -0.9% | -21.0%
CN(C(=O)COC(=O)c1ccc(Cl)c(S(=O)(=O)NCc2ccccc2)c1)C1CCS(=O)(=O)C1 (configuration not stated) | -5.7% | -0.6% | 0.7% | . | -3.9% | 204.5%[activator] | -8.9% | ? | -1.0%
CCCCN(C(=O)c1cc(S(=O)(=O)N2CCCCCC2)ccc1OC)c1ccccc1 | -24.4% | 2.2% | -4.6% | 1.0% | 2.5%[57.1 µM] | -19.7% | 14.6% | -3.3% | 1.0%
CN(C(=O)c1cccc(NC(=O)Cc2ccc(NC(=O)C3CCCN(C(=O)C4CCCCC4)C3)cc2)c1)C1CCC1 (configuration not stated) | -19.5% | 1.9% | -7.9%[38.3 µM] | . | 1.0% | ? | 16.9% | -8.2% | -0.7%
CCN1CCN(S(=O)(=O)c2ccc(Cl)c(C(=O)N(C)Cc3ccccc3)c2)CC1 | -3.4% | 1.5% | -0.1% | 0.0% | 3.2% | ? | 26.9% | 24.3% | -11.1%
Cc1ccc(CNC(=O)C2CC(c3ccc([N+](=O)[O-])cc3)=NO2)cc1 (configuration not stated) | -30.0% | -2.1% | 1.3% | 1.6% | 1.4% | -3.4% | 3.8% | -17.2% | -2.5%
O=C1/C(=C/c2c[nH]c3ccccc23)CCC/C1=C\c1c[nH]c2ccccc12 | 11.2% | ? | 8.0% | 3.2% | -3.1% | -25.5% | -22.3% | -27.9% | 22.4µM*
CC(=O)c1cc2c(cc1NS(=O)(=O)c1ccc(C)cc1)OCCO2 | -4.8% | ? | 5.2% | 0.9% | 4.6%[57.1 µM] | -4.5% | 17.9%[57.1 µM] | 2.5% | -3.4%
O=C(CSc1nccc(=O)[nH]1)N1c2ccccc2CCc2ccccc21 | -37.4% | 1.1% | -5.9% | 1.6% | 3.7% | -19.4% | 27.0% | 11.8% | 2.5%
O=C(C1CCCN1S(=O)(=O)c1cccc2nsnc12)N1CCN(c2ccc(F)cc2)CC1 (configuration not stated) | -4.4% | 1.3% | -10.0% | 1.5% | -11.8% | 7.9% | -16.0% | 44.3% | -5.4%
Cc1ccc(S(=O)(=O)N2CCC(C)CC2)cc1[N+](=O)[O-] | 5.7% | -0.1% | -6.8% | -2.1% | -7.9%[57.1 µM] | -14.0% | ? | 10.2% | 11.1%
CC(=O)c1ccc(N2CCN(S(=O)(=O)c3c(C)[nH]c(=O)[nH]c3=O)CC2)cc1 | -4.9% | 2.7% | -13.1% | 0.6% | -5.4% | ? | 7.4% | 13.4% | 4.8%
COC(=O)Nc1ccccc1C(=O)N1CCN(c2ccc(C)cc2)CC1 | -16.4% | -0.8% | 1.8% | 0.1% | 2.0% | -5.7% | -1.3% | -25.7% | -0.2%
CCN(CC)C(C(=O)Nc1ccc(C(C)C)cc1)c1ccc2c(c1)OCO2 (configuration not stated) | -21.8% | -0.4% | 9.5% | 0.6% | 6.9%[57.1 µM] | -10.4% | 7.1%[57.1 µM] | -16.5% | 1.8%
CCOC(=O)c1sc2nc(CC(=O)OC)nc(N(C)CCc3ccccn3)c2c1C | -9.8% | -2.3% | 15.2% | 23.2% | 9.1%[57.1 µM] | -4.5% | 13.5%[57.1 µM] | -51.8% | 10.6%
Cn1c(Cn2nnc3ccccc32)nnc1SCC(N)=O | 3.2% | 2.6% | 12.6% | 0.8% | 8.7% | 3.3%[57.4 µM] | 23.6% | -8.2% | -8.1%
Cc1c2cnn(CC(=O)O)c(=O)c2c(C)n1Cc1cccc(Cl)c1 | -3.8% | . | . | 0.2% | 7.2% | -22.9% | -9.7% | -13.2% | .
